SK-BR-3 tox 24h – SK-BR-3 proliferation inhibitors | SK-BR-3 viability, CellTiter-Glo ATP luminescence, 24 h; active compounds read low | viability, % at 10 µM | 41,000 compounds, 0.47% hits;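 active means viability at or below the median of all test compounds minus 3 SD, in both replicates if run twice, cut at about 45% in these data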;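 further: 100% = median untreated cell wells and 0% = median positive control drug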
An asterisk follows results filed as active.

The first 6 entries, ahead of the listing:
SMILES	SK-BR-3 tox 24h
OC(COc1ccc2ccccc2c1)Cn1ccnc1 (stereo not drawn)	74
O=C(Nc1ccc(Cl)cc1C(=O)Nc1ccncc1)c1ccco1	104
CCOc1cc(NS(=O)(=O)CC)c(OCC)cc1NC(=O)c1ccco1	98
Cc1cc(C)n2c(=S)[nH]nc2n1	84
CCCSc1nnc2c(n1)OC(c1cccn1C)N(C(C)=O)c1ccccc1-2 (stereo not drawn)	105
O=C(NCCNCCO)c1c(O)c2cccc3c2n(c1=O)CCC3	101

The whole of this part (from the top)
SMILES	SK-BR-3 tox 24h
OC(COc1ccc2ccccc2c1)Cn1ccnc1 (stereo not drawn)	74
O=C(Nc1ccc(Cl)cc1C(=O)Nc1ccncc1)c1ccco1	104
CCOc1cc(NS(=O)(=O)CC)c(OCC)cc1NC(=O)c1ccco1	98
Cc1cc(C)n2c(=S)[nH]nc2n1	84
CCCSc1nnc2c(n1)OC(c1cccn1C)N(C(C)=O)c1ccccc1-2 (stereo not drawn)	105
O=C(NCCNCCO)c1c(O)c2cccc3c2n(c1=O)CCC3	101
COc1ccc(N(CC(=O)NCC2CCCO2)S(=O)(=O)c2c(C)noc2C)cc1 (stereo not drawn)	86
Cn1c(=O)c2c(nc(NCc3ccco3)n2C)n(C)c1=O	88
CCNC(=O)c1ccc(NS(=O)(=O)c2ccccc2)cc1	96
Cn1c(SCC(=O)c2ccc(-c3ccccc3)cc2)nnc1-c1ccco1	87
Cn1c(SCC(=O)NC(C)(C)C)nc(O)cc1=O	88
Cc1cccc(C)c1N(CC(=O)N1CCN(C)CC1)S(C)(=O)=O	91
Oc1ccc(Oc2ncc(Cl)cc2Cl)cc1	91
O=C(Nc1ncn[nH]1)c1c(Cl)ccc(Cl)c1Cl	94
O=C(c1cccs1)N(Cc1ccco1)C1CCS(=O)(=O)C1 (stereo not drawn)	97

Part of the list above in a different format:
compound,SK-BR-3 tox 24h
OC(COc1ccc2ccccc2c1)Cn1ccnc1 (stereo not drawn),74
CCOc1cc(NS(=O)(=O)CC)c(OCC)cc1NC(=O)c1ccco1,98
O=C(Nc1ncn[nH]1)c1c(Cl)ccc(Cl)c1Cl,94
Cc1cccc(C)c1N(CC(=O)N1CCN(C)CC1)S(C)(=O)=O,91
Cc1cc(C)n2c(=S)[nH]nc2n1,84

Sorted by molar mass (smallest number first): part of the list above
SMILES	SK-BR-3 tox 24h
Oc1ccc(Oc2ncc(Cl)cc2Cl)cc1	91
OC(COc1ccc2ccccc2c1)Cn1ccnc1 (stereo not drawn)	74
O=C(Nc1ncn[nH]1)c1c(Cl)ccc(Cl)c1Cl	94
CCNC(=O)c1ccc(NS(=O)(=O)c2ccccc2)cc1	96
O=C(NCCNCCO)c1c(O)c2cccc3c2n(c1=O)CCC3	101
Cn1c(SCC(=O)c2ccc(-c3ccccc3)cc2)nnc1-c1ccco1	87
COc1ccc(N(CC(=O)NCC2CCCO2)S(=O)(=O)c2c(C)noc2C)cc1 (stereo not drawn)	86

(further entries)
SMILES	SK-BR-3 tox 24h
CCc1ccc2[nH]c(=O)c(CN(CCN3CCCC3)C(=O)NC3CCCCC3)cc2c1	70
O=C(Nc1ccccc1N1CCN(C(=O)c2ccccc2)CC1)c1ccc2c(c1)OCO2	68
O=C(CN1CCC(NC(=O)Nc2ccccc2-c2ccccc2)CC1)NCc1ccco1	82
CCOC(=O)c1[nH]c(C)c(C(=O)NC2CCN(C(=O)OCC)CC2)c1C	90
O=C(Nc1ccc(N2CCOCC2)c(F)c1)c1ccncc1	62
O=C(c1cc2ccccc2oc1=O)N1CCN(C(=O)C2CCCO2)CC1 (stereo not drawn)	104
O=c1[nH]c2ccsc2c(=O)n1-c1ccc(F)cc1	105
COc1ccc2[nH]c3ccc(OC)cc3c2c1	89
COc1ccc(-c2onc(C)c2-c2ccccc2)c(O)c1	91
COc1cc(S(=O)(=O)NCCc2ccc3c(c2)OCO3)ccc1-n1cnnn1	91
CC(C)c1nnc(NC(=O)CCC(=O)NCc2ccco2)s1	82
CCCOc1ccc(Cn2c(=O)oc3ccc(C)cc32)cc1OC	93
Cn1c(=O)c2c(nc(CN3CCc4ccccc4C3)n2Cc2ccccc2F)n(C)c1=O	76
COc1cc2[nH]c(=O)n(Cc3ccc(C(=O)NCC4CCCO4)cc3)c(=O)c2cc1OC (stereo not drawn)	92
O=C(c1ccccc1)c1ccc(N2CCCC2)cc1	88
N#CC(c1nc2ccccc2nc1N1CCCC1)S(=O)(=O)c1ccccc1 (stereo not drawn)	113
CN1CCN(C(c2cccc(C(F)(F)F)c2)c2nnnn2C(C)(C)C)CC1 (stereo not drawn)	69
Cc1cc(Oc2ccccc2)nc(N)n1	85
COc1ccc(C(=O)/C=C/Nc2cc(C)on2)cc1	102
CCN(CC)S(=O)(=O)c1ccc(-c2nnc(SCC(=O)N3CCc4ccccc43)o2)cc1	83
Cn1nc(-c2ccc(Cl)cc2)c2cc(C(=O)N3CCC(N4CCCCC4)CC3)sc21	54
COC(=O)c1ccc(CNC(=O)CSc2nnc(COc3ccccc3)n2C)o1	87
C=CCOc1ccccc1/C=N/O	120
CCOC(=O)c1nc2sc3c(c2c(=O)[nH]1)CCCC3	104
COc1ccc(OC)c(NC(=O)C2CCN(c3cc(-c4ccccc4)nc4ncnn34)CC2)c1	77
Cc1ccc(C(=O)N(CN2CCCC2=O)c2ccc(F)cc2)cc1	105
COc1ccc(C)cc1S(=O)(=O)N(CC(N)=O)Cc1ccccc1	83
CCc1ccc2[nH]cc(C(=O)N3CCCCCC3)c(=O)c2c1	110
Cc1cccc(CN2CCN(CC(=O)NCCCN3CCCC3=O)C2=O)c1	99
CCOC(=O)C(NC(C)=O)(NS(=O)(=O)c1ccccc1)C(F)(F)F (stereo not drawn)	93
CCOC(=O)CCCNC(=O)COC(=O)CCC(=O)c1ccc(F)cc1	89
Cc1cc(C)c2c(n1)nn1c(NCCCn3ccnc3)cc(C)nc21	80
O=C1CC(N(O)c2ccccc2)C(=O)N1c1cc(Cl)cc(Cl)c1 (stereo not drawn)	84
CCC(=O)N1CCc2cc(Br)cc(S(=O)(=O)NCc3ccco3)c21	77
COc1ccccc1CNS(=O)(=O)c1c(C)noc1C	96
O=C1c2cccc3c(Cl)ccc(c23)C(=O)N1O	90
N#Cc1ccccc1CSc1nc(N2CCCCC2)nc(N2CCCCC2)n1	95
CC1CCN(C(=O)c2ccc(C(=O)N3CCC(C)CC3)cc2)CC1	78
Cn1c(=O)cc(SCC(=O)NCc2ccco2)c2ccccc21	93
O=C(Nc1ccc(Cl)cc1C(=O)N1CCOCC1)c1ccco1	107
COc1ccccc1N1CCN(C(=O)CSc2nc3ncnc(N)c3[nH]2)CC1	90
O=C(O)c1cccc2c1C(=O)N(Cc1ccncc1)C2	83
CCCC1C(C#N)=C(N)Oc2n[nH]c(C(C)(C)C)c21 (stereo not drawn)	114
Cc1ccc(-c2nnc3sc(-c4ccncc4)nn23)cc1	86
Cc1cc(C(C)(C)C)oc1C(=O)Nc1ccc(CC(=O)O)cc1	104
Cc1ccc(OCc2nnc(NC(=O)Cc3cccs3)s2)cc1	86
COc1cc(S(=O)(=O)n2nnc3ccccc32)c(OC)cc1Cl	82
CC(C)(C)NC(=O)C(c1ccco1)N(C(=O)c1ccc(CN2CCOCC2)o1)c1ccccc1 (stereo not drawn)	86
CCOC(=O)c1c(C)n(C)c2ccc(OC)c(NS(=O)(=O)c3ccc(Cl)s3)c12	73
Cc1c(C(Nc2ccccn2)c2ccccc2)c(=O)n(-c2ccccc2)n1C (stereo not drawn)	97
CSc1nc(C)cc(Oc2ccc(=O)n(C)n2)n1	91
CCOc1ccccc1N(C(=O)c1snc(C(N)=O)c1N)C(C(=O)NC1CCCC1)c1ccco1 (stereo not drawn)	88
COc1ccc(N(CC(=O)NC2CCCC2)C(=O)Cn2nnc(-c3ccc(C)cc3)n2)cc1	91
N#Cc1ccc(CSCC(=O)O)cc1	93
Cc1ccc(/C=c2\sc3nc(-c4ccco4)nn3c2=O)o1	97
COc1ccc(N2C(=O)CSC23C(=O)Nc2ccccc23)cc1OC (stereo not drawn)	94
COc1ccc(N(C(=O)c2ccco2)C(C(=O)NC2CCCC2)c2ccc(N(C)C)cc2)cc1OC (stereo not drawn)	66
CC1CC(C(O)c2ccccn2)C(=O)C(C(O)c2ccccn2)C1 (stereo not drawn)	101
CSc1ccccc1NC(=O)c1cc(-c2cccs2)on1	84
COc1ccc(C(=O)NC2CCN(C(=O)NC3CCCCC3)CC2)cc1	94
Next part:
SMILES	SK-BR-3 tox 24h
COc1ccc(N2CCN(Cc3cc(=O)oc4cc(C)c(Cl)c(C)c34)CC2)cc1	42*
O=c1c2cccc3c(N4CCOCC4)ccc(c32)c2nc3ccccc3n12	92
COc1ccc(C(=O)N2CCCCC2)cc1S(=O)(=O)Nc1ccccc1	105
CCN(CC)C(=O)C(C)N(C#N)c1nc(NC(C)C)nc(NC(C)C)n1 (stereo not drawn)	86
CC(C)(C)c1[nH]nc2c1C(Cc1ccccc1)C(C#N)=C(N)O2 (stereo not drawn)	88
CCCC(=O)Nc1nn(C)c2nc3cc(C)ccc3cc12	88
O=c1c(N2CCOCC2)nsnc1N1CCOCC1	100
Cc1ccc(S(=O)(=O)NC2=NCN(CCN3CCOCC3)CN2)cc1	102
CCn1c(-c2cc(OC)c(OC)c(OC)c2)n[nH]c1=S	93
O=C(Cc1ccc(S(=O)(=O)N2CCOCC2)s1)Nc1ccc2c(c1)CCC2	69
CC(C)Cc1cc(C(=O)O)n[nH]1	88
CC(C)OC(=O)CSc1nnc(-c2ccc(O)cc2)n1Cc1ccccc1	100
O=C1CC(c2ccco2)Cc2nc(NCC3CCCO3)ncc21 (stereo not drawn)	99
C=CCOc1ccc(C2N3CC4(C)CN2CC(CCC)(C3)C4=O)cc1 (stereo not drawn)	81
Cc1cc2c(c(=O)o1)C1(C(=O)N(C)c3ccccc31)C(C#N)=C(N)O2 (stereo not drawn)	107
O=C(c1cc2ccccc2o1)n1nnc2ccccc21	94
Cc1ccc(SCc2[nH]nc3c2C(c2cccnc2)C(C#N)=C(N)O3)cc1 (stereo not drawn)	95
COc1ccc(/C(O)=C2/C(=O)C(=O)N(CCCN(C)C)C2c2ccc(C)o2)cc1Cl (stereo not drawn)	101
CCN1C(=S)SC(=O)C1=C1C=C(C)N(Cc2ccco2)C(C)=C1	91
CCc1ccccc1N(CC(=O)OC)S(C)(=O)=O	106
COC(=O)c1c(C)oc2ccc(OC(=O)c3cccs3)cc12	77
OC(COCc1ccc(Cl)cc1)CN1CCN(CC(O)COCc2ccc(Cl)cc2)CC1 (stereo not drawn)	75
COc1ccc2c(c1)CCc1c(C(=O)NCCN3CCOCC3)noc1-2	89
CCn1c(SCC(=O)c2ccc3c(c2)OCCO3)nnc1C(C)C	95
COc1ccc(OC)c2[nH]c(=O)c(CCNS(=O)(=O)c3ccccc3)cc12	102
COc1cccc(OCc2nc3c4cnn(-c5ccccc5)c4ncn3n2)c1	115
O=C(NCC1CCCO1)c1ccc(COCC(F)(F)C(F)F)cc1 (stereo not drawn)	86
Cc1cc(N)c(NC2=CC(=O)CC(C)(C)C2)cc1C	94
O=C(Nc1sc2c(c1C(=O)NCc1ccco1)CCCC2)c1ccc2c(c1)OCO2	80
COc1cc2c(cc1OC)C(c1ccc3c(c1)OCO3)CC(=O)N2 (stereo not drawn)	102
CCOc1cc(C2C(C#N)=C(N)Oc3n[nH]c(-c4ccccc4)c32)ccc1O (stereo not drawn)	80
CC(C(=O)Nc1ccc(S(=O)(=O)N2CCOCC2)cc1)N(c1ccccc1)S(C)(=O)=O (stereo not drawn)	122
COCCn1nnnc1C(C(C)C)N1CCOCC1 (stereo not drawn)	89
O=CN1CCN(C2CC(=O)N(c3ccc(Br)cc3)C2=O)CC1 (stereo not drawn)	120
CN(c1ccccc1C(=O)N1CCOCC1)S(C)(=O)=O	100
CCOc1ccc(C(C)=O)cc1N1C(=O)C2C3C=CC(C3)C2C1=O (stereo not drawn)	88
Cc1ccccc1C(=O)N1CCCN(C(=O)c2ccccc2C)CC1	85
C#CCN(C)Cc1ccccc1	91
O=C(O)Cc1ccc2[nH]c3ccc(CC(=O)O)cc3c2c1	91
Cc1nn(C)cc1CN(C)C(=O)c1nn2c(c1Cl)NC(c1cccs1)CC2C(F)(F)F (stereo not drawn)	97
COc1ccccc1NC(=O)N1CCCC1C(=O)NCc1ccccc1F (stereo not drawn)	94
CCOc1cc(C(=S)N2CCN(C)CC2)ccc1OCC(=O)N1CCOCC1	87
COC(=O)c1cc(NC(=O)c2ccoc2C)cc(C(=O)OC)c1	102
Nc1nonc1C(=Nc1ccccc1)NO	119
O=C(c1ccc2c(c1)OCO2)N1CCN(c2ccccc2F)CC1	84
CCOC(=O)c1ccc(NC(=O)CCc2nc(-c3ccc(C)cc3)no2)cc1	71
Cc1ccn2cc(CCNC(=O)CC(C)(C)C)nc2c1	94
O=C(O)C1CC(=O)N(c2ccc(Br)cc2)C1 (stereo not drawn)	109
CCOc1ccccc1NC(=O)CSc1ccccc1	89
Cc1ccc2cc(CCNC(=O)c3ccc(Br)o3)c(=O)[nH]c2c1	73
Cc1cc(C)n(C(=O)c2ccc(NC(=O)CC(C)C)cc2)n1	101
O=S(=O)(Nc1ccc2c(c1)OCO2)c1ccc(Br)s1	106
Cc1cccn2c(=O)c3cc(C(=O)NCC4CCCO4)c(=N)n(Cc4cccnc4)c3nc12 (stereo not drawn)	109
COc1cc(NC(=O)CSc2nnc(C)s2)cc(OC)c1OC	85
CC(C)CC(=O)Nc1ccc(C(=O)COc2ccc(-c3nnco3)cc2)cc1	92
c1ccc(CCNc2c3c(nc4ncnn24)CCC3)cc1	81
CCOc1ccc(NC(=O)C2CC(=O)NC(N3CCc4ccccc43)=N2)cc1 (stereo not drawn)	93
COc1cccc(C(=O)CSc2nnc(CNS(=O)(=O)c3ccc(C)cc3)n2C)c1	85
CCOc1cc(CN2CCN(C(=O)CC(C)C)CC2)ccc1OC	127
CCOC(=O)CN(C(=O)CSc1nnc(CNc2ccc(F)cc2)o1)c1ccccc1	168
COc1cc(-c2nc(S(=O)(=O)c3ccc(Cl)cc3)c(N(C)C)o2)cc(OC)c1OC	75
O=C(c1cccc(F)c1)N1CCN(C(=O)c2nn3cccnc3c2Cl)CC1	91

These rows are one share of the data (hit frequency here may not be typical).
